Screening results from PubChem BioAssay.
D2 antagonist: antagonists of human D2 dopamine receptor. P14416. HEK293 TREx D2 cells, calcium flux, dopamine EC80. inhibition, % at 10 µM. actives 2% (n = 340,000). AID 485344; in the data active = inhibition above about 30%; also: 0% is about no effect
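Tetracycline-induced HEK293 T-REx cells expressing D2 force-coupled to calcium signalling were dye-loaded, exposed to compound for 180 s, then challenged with an EC80 of dopamine; calcium flux was followed kinetically for a further 180 s.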
D1 antag: human D1 dopamine receptor antagonism. HEK293 TREx D1 cells, calcium flux, dopamine EC80; stronger effect = lower value. activity change, negative = inhibition, % at 10 µM. actives 3.2% (n = 360,000). AID 504652; in the data active = activity change below about -30%; also: % is scaled to controls: 0 for no effect and ±100 for the full control effect
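HEK293 T-REx cells expressing inducible, force-coupled D1 receptor; no-wash Ca dye, 30–90 min RT. Cmpd → 180 s read at 1 Hz → EC80 DA → 180 s read.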
RXFP1 antag: blocks the human relaxin receptor RXFP1 | Q9HBX9 | HEK293-RXFP1, relaxin-stimulated cAMP HTRF, 30 min; stronger effect = lower value | activity change, negative = inhibition, % at 57.5 µM | actives 0.59% (n = 350,000) | AID 1259400;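 active = activity change of -60% or lower, but not beyond a set lower limit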; also: % is scaled to controls: 0 for no effect and ±100 for the full control effect
Target sequence (Q9HBX9 whole entry, looked up): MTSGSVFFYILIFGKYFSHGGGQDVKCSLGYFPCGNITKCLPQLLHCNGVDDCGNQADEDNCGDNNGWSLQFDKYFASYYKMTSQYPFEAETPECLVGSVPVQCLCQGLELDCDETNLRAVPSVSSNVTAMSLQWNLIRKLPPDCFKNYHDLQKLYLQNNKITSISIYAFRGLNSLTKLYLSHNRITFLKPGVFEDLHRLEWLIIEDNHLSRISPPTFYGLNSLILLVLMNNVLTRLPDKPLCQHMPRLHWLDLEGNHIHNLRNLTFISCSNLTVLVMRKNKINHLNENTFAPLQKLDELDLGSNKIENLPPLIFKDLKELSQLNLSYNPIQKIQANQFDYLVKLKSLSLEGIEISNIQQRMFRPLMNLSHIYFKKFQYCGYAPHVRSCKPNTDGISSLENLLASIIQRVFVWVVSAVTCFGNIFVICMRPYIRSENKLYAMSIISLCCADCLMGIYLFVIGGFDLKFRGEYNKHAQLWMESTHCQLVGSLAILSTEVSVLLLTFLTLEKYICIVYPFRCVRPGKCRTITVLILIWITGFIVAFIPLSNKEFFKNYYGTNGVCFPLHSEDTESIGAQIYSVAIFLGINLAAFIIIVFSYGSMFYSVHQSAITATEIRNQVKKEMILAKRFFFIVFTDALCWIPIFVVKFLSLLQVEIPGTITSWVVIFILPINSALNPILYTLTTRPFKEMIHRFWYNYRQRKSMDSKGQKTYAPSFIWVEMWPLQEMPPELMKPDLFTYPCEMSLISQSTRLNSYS
TRHR agonist: agonists of human TRH receptor | TRHR cells, calcium flux fluo-8, FDSS agonist mode | activation, % at 2 µM | actives 0.18% (n = 360,000) | AID 493084; also: 0% is about no effect
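Fluo-8-loaded TRHR cells; 10 s baseline, compound added, kinetic Ca2+ fluorescence read 1/s, agonist mode.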
TRHR enhancer: allosteric enhancers of human TRH receptor; P34981; TRHR cells, fluo-8 calcium fluorescence, EC20 TRH enhancement; enhancement, % at 2 µM; actives 0.66% (n = 360,000); AID 493056; in the data active = enhancement above about 30%; also: 0% is about no effect
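Enhancer read-out: after compound pinning and an initial kinetic agonist-mode read, an EC20 of TRH (10 nM final) was injected and fluo-8 calcium signal (Ex 480/Em 530) followed at 1 s/cycle for 100 cycles in TRHR-expressing cells.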
D1 ag: activates the human D1 dopamine receptor; HEK293 T-REx D1 cells, calcium flux, agonist mode; activation, % at 2 µM; actives 1% (n = 360,000); AID 504660; also: 0% is about no effect
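Inducible HEK293 T-REx D1 cells, force-coupled to calcium signalling, were plated at 4000 cells/well with tetracycline and held overnight at 30 C. After no-wash calcium dye loading, compound-evoked calcium rise over 180 s flagged agonists.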
D2 PAM: positive allosteric modulators of human D2 dopamine receptor; P14416; HEK293 T-REx D2, calcium flux, EC20 dopamine potentiation; potentiation, % at 10 µM; actives 0.34% (n = 340,000); AID 485347;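 active = potentiation over 3 SD above the plate norm, cut at about 30% in these data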; also: 0% is about no effect
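Potentiation of an EC20 dopamine calcium response measured kinetically over 180 s, after a preceding 180 s compound-only read flagging agonists. Cells: inducible Hek293 Trex D2 line, 4000/well, cultured overnight at 30 C before dye loading.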
D1 potentiator: human D1 dopamine receptor positive modulation. P21728. HEK293 TREx D1 cells, calcium flux, dopamine EC20 potentiation. potentiation, % at 10 µM. actives 0.036% (n = 360,000); in the data active = potentiation above about 30%; also: 0% is about no effect
D2 ag: activates the human D2 dopamine receptor; HEK293 T-REx D2 cells, calcium flux agonist mode; activation, % at 2 µM; actives 0.53% (n = 340,000);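 active = activation over 3 SD above normal in the single-dose calcium agonist read, cut at about 30% in these data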; also: 0% is about no effect
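In this primary screen, compounds producing a positive calcium signal within 180 s of addition to tetracycline-induced, force-coupled HEK293 Trex D2 cells are flagged; cells are dye-loaded with a no-wash calcium kit beforehand.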
An asterisk follows results filed as active; . = not tested or not shown. Rule as the data show it, unless noted: active = activation above about 30%; inactive = the rest.

SMILES	D2 antagonist	D1 antag	RXFP1 antag	TRHR agonist	TRHR enhancer	D1 ag	D2 PAM	D1 potentiator	D2 ag
CCNC(=O)c1c(NC(=O)C2COc3ccccc3O2)sc2c1CCCC2 (stereo not drawn)	-4	7	-8	0.2	5	12	3	7	1.1
Fc1ccc(NCc2cccnc2)cc1F	1	1	7	-2.0	1	0	9	-2	7.2
CCOC(=O)CN(C(=O)CSc1nnc(-c2ccncc2)n1CCCOC)c1ccccc1	-14	3	-1	0.9	0	4	-9	-6	0.9
O=C1/C(=C/c2cccs2)SC(=S)N1CC(=O)N1CCCCC1CCO (stereo not drawn)	-11	-8	-29	-0.5	-1	4	1	2	-0.1
CC(=O)Nc1c(C)nn(-c2ccccc2)c1N1CCC(C(=O)Nc2ccccc2C(F)(F)F)CC1	.	1	-14	0.1	0	-1	9	0	0.8
O=C(COC(=O)CCc1ccc(S(=O)(=O)N2CCOCC2)cc1)NCc1ccccc1Cl	-8	-5	1	0.4	-1	6	-3	-3	-0.5
C/C(Cc1ccccc1)=N\NC(=O)c1ccccn1	-1	10	-1	-0.1	5	5	5	-3	1.4
Cc1ccc2sc(N(CCCN(C)C)C(=O)c3ccc(S(=O)(=O)N(C)C)cc3)nc2c1C	9	2	-20	1.0	-3	18	-17	-2	0.6
CCC1SC(CC)C(=O)N(CC(=O)Nc2ccc3c(c2)OCO3)C1=O (stereo not drawn)	-19	13	6	-1.9	3	2	-2	-6	-1.0
O=C(c1ccco1)N1CCN(C(c2ccccc2Cl)c2nnnn2Cc2ccco2)CC1 (stereo not drawn)	9	11	7	0.1	-7	0	-4	-5	-1.0
Cc1ccsc1C(=O)N/N=C/C=C/c1ccccc1[N+](=O)[O-]	6	2	-1	-2.2	11	3	-8	1	0.2
O=C1CN(C(=O)c2cc3ccccc3oc2=O)C(c2ccc(F)cc2)c2cc(Br)ccc2N1 (stereo not drawn)	-20	-1	.	2.8	0	1	6	1	-0.4
CC(C)N(Cc1ccccc1)C(=S)NC(=O)C1(C)CC1(Cl)Cl (stereo not drawn)	-1	10	-10	-0.1	4	-1	1	-6	4.9
COc1ccc(OC)c(S(=O)(=O)N2Cc3ccccc3CC2C(=O)Nc2nccs2)c1 (stereo not drawn)	-17	-5	-2	-0.2	5	-1	5	-1	0.1
CC(=O)OCC(=O)Nc1cc(S(=O)(=O)N2CCCCCC2)ccc1Cl	-7	-4	-1	-1.1	-9	2	9	-3	-6.1
CCCN1CCc2c(sc(NC(=O)CCS(=O)(=O)c3ccccc3)c2C(N)=O)C1	-19	-1	-11	0.0	2	-1	10	-6	-0.3
Cn1cccc1/C=C1\CCC/C(=C\c2cccn2C)C1=O	3	-32*	-23	53*	3	139*	-7	5	24
Cc1c(C(=O)N2CCCCCC2)c(S(=O)(=O)N(Cc2ccccc2)C(C)(C)C)c(C)n1C	.	-13	-9	0.4	5	1	11	5	0.5
Cc1cc(=O)n2[nH]c(-c3ccccc3)cc2n1	-1	-6	-11	1.0	0	1	13	-5	0.9
Cc1nn(-c2ccc(N3CCCC3)nn2)c(C)c1CCC(=O)N1CCN(c2ccccc2F)CC1	.	0	20	-0.4	9	-1	6	-3	2.5
Cc1ccc(S(=O)(=O)N2CCOCC2)cc1C(=O)NCc1cccs1	8	2	-8	-0.3	-2	3	2	3	1.4
COc1ccccc1C(=O)N/N=C(\C)CC(=O)Nc1ccccc1NC(C)=O	-2	12	16	0.2	-7	1	-5	-3	0.9
CCc1ccc(NC(=O)Cn2c(SC)nc3ccccc32)cc1	0	-16	-2	-0.6	-10	2	6	-2	-0.2
Cc1ccc(CNS(=O)(=O)c2ccc(N3CCCCS3(=O)=O)cc2)cc1	.	-10	10	0.2	6	7	-5	0	0.9
CCC(C)(C)NC(=O)c1cc([N+](=O)[O-])ccc1N1CCOCC1	8	3	2	0.1	-1	2	0	4	1.1

Some of the entries so far, with each value named:
compound: CCc1ccc(NC(=O)Cn2c(SC)nc3ccccc32)cc1
- D2 antagonist = 0
- D1 antag = -16
- RXFP1 antag = -2
- TRHR agonist = -0.6
- TRHR enhancer = -10
- D1 ag = 2
- D2 PAM = 6
- D1 potentiator = -2
- D2 ag = -0.2

compound: C/C(Cc1ccccc1)=N\NC(=O)c1ccccn1
- D2 antagonist = -1
- D1 antag = 10
- RXFP1 antag = -1
- TRHR agonist = -0.1
- TRHR enhancer = 5
- D1 ag = 5
- D2 PAM = 5
- D1 potentiator = -3
- D2 ag = 1.4

compound: O=C1CN(C(=O)c2cc3ccccc3oc2=O)C(c2ccc(F)cc2)c2cc(Br)ccc2N1 (stereo not drawn)
- D2 antagonist = -20
- D1 antag = -1
- RXFP1 antag = .
- TRHR agonist = 2.8
- TRHR enhancer = 0
- D1 ag = 1
- D2 PAM = 6
- D1 potentiator = 1
- D2 ag = -0.4

Remaining list, next part:
SMILES	D2 antagonist	D1 antag	RXFP1 antag	TRHR agonist	TRHR enhancer	D1 ag	D2 PAM	D1 potentiator	D2 ag
COc1cccc(CN(C)CC(=O)Nc2ccccc2C(C)C)c1	-27	13	-16	-0.1	-7	1	-1	-6	-1.2
C=C(C)C(=O)OCC(=O)NCc1ccccc1	6	-4	-4	1.6	-3	3	-4	-10	0.0
C1CN(c2nc3nonc3nc2N2C[C@H]3CC[C@H]2C3)CCS1	14	5	-11	0.2	28	-1	-4	-1	1.5
CCOC(=O)/C(=C/Nc1ccc(F)c(F)c1)[N+](=O)[O-]	-6	6	10	0.5	-4	1	-13	-2	1.2
CCNC(=O)COC(=O)c1cccc(Br)c1	9	-4	-5	-0.3	-6	3	4	0	-0.6
CC(C)CN1C(=O)c2ccc(C(=O)Nc3ccc(OCC(=O)O)cc3)cc2C1=O	-17	-1	16	0.5	7	7	5	-9	-0.6
CC(Sc1nnc(Nc2ccccc2)s1)C(=O)Nc1nc(-c2ccccc2)cs1 (stereo not drawn)	4	.	-31	0.9	0	10	8	-1	4.1
CC(C)c1ccc(NC(=O)C2CC2c2ccccc2)cc1 (stereo not drawn)	-6	11	0	2.1	0	14	7	0	-0.3
CN1C(=O)c2ccc(C(=O)Nc3ccc4c(c3)OCO4)cc2C1=O	-20	-12	-6	0.3	-4	0	-9	-2	0.0
CN(CC(=O)Nc1c(Cl)cccc1Cl)C(=O)CC1OC(=O)c2ccccc21 (stereo not drawn)	4	-5	-2	-0.2	3	2	1	.	0.6
COc1ccc(S(=O)(=O)N(C)C)cc1NC(=O)CN1CCN(C(=O)C2CC2)CC1	-13	-2	-1	1.0	7	3	0	-3	0.0
COC(=O)c1ccc2c(=O)n3nc(Nc4cc(OC)ccc4OC)sc3nc2c1	.	-2	-9	0.1	5	1	-10	-5	.
Cc1ccc(S(=O)(=O)NCc2ccccc2)cc1C(=O)N1CCCCCCC1	-3	-3	3	0.0	-5	7	2	-7	0.3
CC(C)NC(=O)COC(=O)c1cccc(NS(=O)(=O)/C=C/c2ccccc2)c1	-3	-21	-3	-0.1	4	5	-7	0	-0.4
COc1ccc(-c2nc(=S)c3c(n2Cc2cccnc2)CC(C)(C)OC3)cc1	-13	-1	2	-0.4	3	-1	4	4	0.6
O=C1CN(CC(=O)N2CCOCC2)c2ccccc2O1	-3	-1	.	-0.8	7	9	-10	2	0.4
CN(C)S(=O)(=O)N1CCN(c2cc(Cl)ccc2Cl)CC1	-14	14	-2	-0.4	35*	40*	24	-5	0.2
O=S(=O)(NCc1ccco1)c1cccc(S(=O)(=O)N2CCCCC2)c1	10	-4	-3	0.1	32*	2	-5	5	0.8
CC(=O)N1CCN(C2=NC(=O)/C(=C\c3cccs3)S2)CC1	-3	0	0	1.2	-3	0	0	-10	0.7
O=C(Nc1ccc([N+](=O)[O-])cc1)Nc1ccc(Cl)cc1F	-4	-19	14	-0.4	-4	29	-4	-11	4.7
COc1ccc(-c2nc3c4ccccc4ccn3c2CN2CCOCC2)cc1OC	-10	-2	-1	-1.0	-1	1	-2	-2	-0.4
CC1CCN(C(=O)c2cc(-c3ccccc3O)on2)CC1	-8	2	5	0.4	-5	2	6	-1	0.0
CN(CC(=O)NCc1ccc(F)cc1)S(=O)(=O)c1cccc2nsnc12	-3	4	2	0.2	-3	2	-4	-4	0.2
CC(=O)c1cccc(NS(=O)(=O)c2c(C)n[nH]c2C)c1	0	-18	-5	0.3	14	1	0	-7	0.5
CCCCN1C(=O)/C(=C2/Sc3ccccc3N2C)S/C1=N\c1ncn[nH]1	1	-54*	-1	1.6	-6	3	-14	-4	-0.3
CCOC(=O)Cc1csc(NC(=O)c2c(O)c3c(n(CC(C)C)c2=O)CCCC3)n1	30	4	-23	0.3	1	3	0	2	0.1

Molecules listed so far containing an aryl methoxy group (seven):
SMILES	D2 antagonist	D1 antag	RXFP1 antag	TRHR agonist	TRHR enhancer	D1 ag	D2 PAM	D1 potentiator	D2 ag
COc1ccc(OC)c(S(=O)(=O)N2Cc3ccccc3CC2C(=O)Nc2nccs2)c1 (stereo not drawn)	-17	-5	-2	-0.2	5	-1	5	-1	0.1
COc1ccccc1C(=O)N/N=C(\C)CC(=O)Nc1ccccc1NC(C)=O	-2	12	16	0.2	-7	1	-5	-3	0.9
COc1cccc(CN(C)CC(=O)Nc2ccccc2C(C)C)c1	-27	13	-16	-0.1	-7	1	-1	-6	-1.2
COc1ccc(S(=O)(=O)N(C)C)cc1NC(=O)CN1CCN(C(=O)C2CC2)CC1	-13	-2	-1	1.0	7	3	0	-3	0.0
COC(=O)c1ccc2c(=O)n3nc(Nc4cc(OC)ccc4OC)sc3nc2c1	.	-2	-9	0.1	5	1	-10	-5	.
COc1ccc(-c2nc(=S)c3c(n2Cc2cccnc2)CC(C)(C)OC3)cc1	-13	-1	2	-0.4	3	-1	4	4	0.6
COc1ccc(-c2nc3c4ccccc4ccn3c2CN2CCOCC2)cc1OC	-10	-2	-1	-1.0	-1	1	-2	-2	-0.4
